Screens deposited in PubChem by Emory University Molecular Libraries Screening Center.
EP2 antag: human EP2 receptor antagonists, primary screen, TR-FRET cAMP, C6 glioma cells; Prostaglandin E2 receptor EP2 subtype (Homo sapiens), P43116; C6 glioma cells expressing human EP2; cells stimulated with saturating PGE2; inhibition, % at 25 µM; 0.52% of 260,000 active;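 active = percent inhibition above 40 after rounding to a whole number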;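 also: rat C6 glioma host cells with rolipram phosphodiesterase inhibitor present; the protocol text gives 20 µM as final concentration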
Target sequence (P43116 whole entry, looked up): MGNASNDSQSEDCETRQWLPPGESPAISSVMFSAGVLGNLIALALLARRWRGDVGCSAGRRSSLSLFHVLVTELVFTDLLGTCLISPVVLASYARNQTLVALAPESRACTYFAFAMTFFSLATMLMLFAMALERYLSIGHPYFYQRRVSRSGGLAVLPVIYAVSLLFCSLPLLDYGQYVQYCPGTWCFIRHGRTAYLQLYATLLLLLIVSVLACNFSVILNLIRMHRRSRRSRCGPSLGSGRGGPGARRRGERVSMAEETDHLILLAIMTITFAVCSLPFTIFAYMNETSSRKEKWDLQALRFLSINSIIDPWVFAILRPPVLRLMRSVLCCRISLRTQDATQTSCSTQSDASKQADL
EP2 mod: EP2 receptor modulators, cAMP readout, primary screen, cell-based, HTRF cAMP, PGE2 stimulation | Prostaglandin E2 receptor EP2 subtype (Homo sapiens), P43116 | EP2-expressing cells, cAMP HTRF FRET, PGE2 co-stimulation | induction, % at 25 µM | 0.83% of 260,000 active | AID 940, 2007;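 active = compounds whose cAMP rise, as percent of the full-agonist control response, exceeds 60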;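 also: rat C6 glioma line stably carrying human EP2 under a CMV promoter; the protocol text gives 20 µM as final concentration; 100% = response of wells given 1 µM PGE2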
* = called active by the depositor.

Start of the data: the first 3 compounds, ahead of the listing:
CCc1ccc(CN2CCC(N3CCCCC3)CC2)cc1 was read as EP2 antag 4.3 and EP2 mod -19.4.
For CC(C)(C)Nc1c(-c2ccc(O)cc2)nc2cnccn12 the results were EP2 antag 7.1 and EP2 mod -36.6.
NCC(O)CC(=O)O (configuration not stated) was read as EP2 antag 13.3 and EP2 mod 1.4.

Results (from the top)
CCc1ccc(CN2CCC(N3CCCCC3)CC2)cc1 was read as EP2 antag 4.3 and EP2 mod -19.4.
For CC(C)(C)Nc1c(-c2ccc(O)cc2)nc2cnccn12 the results were EP2 antag 7.1 and EP2 mod -36.6.
NCC(O)CC(=O)O (configuration not stated) was read as EP2 antag 13.3 and EP2 mod 1.4.
Screening Cc1ccc(C(=O)Nc2cccc(NC(=O)c3cccnc3)c2)cc1 returned EP2 antag 7.4 and EP2 mod 8.9.
For O=c1[nH]c2cc3c(cc2cc1CN(Cc1ccco1)C(=S)Nc1ccccc1)OCO3 the results were EP2 antag 4.8 and EP2 mod 37.0.
Screening COc1cc(OC)c(/C=C2/C(=O)Nc3ccccc32)c(OC)c1 returned EP2 antag 16.4 and EP2 mod -35.0.
CC(=O)CSc1nnc(NC(=O)c2ccccc2C)s1 was read as EP2 antag 5.4 and EP2 mod -37.9.
`Cc1nc2c(c(=O)[nH]1)CCN(Cc1cccc(Oc3ccccc3)c1)C2` gave EP2 antag 10.4 and EP2 mod -51.3.
O=C(NC1(c2ccc(F)cc2)CCCC1)c1cnccn1 was read as EP2 antag 12.3 and EP2 mod -30.3.
CC(C)(C)C(=O)Nc1nnc(C2CCCC2)s1 was read as EP2 antag 8.0 and EP2 mod -14.9.
Screening COc1ccc(-c2coc3cc(O)ccc3c2=O)c(OC)c1 returned EP2 antag 7.9 and EP2 mod 22.3.
Screening COc1ccc2c(=O)ccoc2c1 returned EP2 antag 10.0 and EP2 mod 14.6.
Screening COc1ccc(NC(=O)CSc2nc3cc(C)ccc3cc2C)c(OC)c1 returned EP2 antag 17.2 and EP2 mod 16.3.
For OCCN(Cc1cccnc1)Cc1cccn1-c1ccccc1Cl the results were EP2 antag 2.0 and EP2 mod -2.1.
For Cc1sc2nc(C3CC3)nc(SCC(=O)Nc3ccc(N(C)C)cc3)c2c1C the results were EP2 antag 16.1 and EP2 mod 65.2*.
For COc1ccccc1NC(=O)NC1CC2CCCC(C1)N2Cc1cccs1 (configuration not stated) the results were EP2 antag 25.9 and EP2 mod -78.6.
For CCCC(=O)NCCc1c2n(c3ccc(OC)cc13)Cc1ccccc1-2 the results were EP2 antag 5.8 and EP2 mod -39.0.
Cc1cc(C)nc(SCc2nnc(SCC(=O)N3CCOCC3)n2Cc2ccco2)n1 was read as EP2 antag 6.2 and EP2 mod 48.6.
CCC(C)C1NC(=O)C(CCNCS(=O)(=O)O)NC(=O)C(NC(=O)C(CCNCS(=O)(=O)O)NC(=O)C(NC(=O)C(CCNCS(=O)(=O)O)NC(=O)CCCCC(C)C)C(C)O)CCNC(=O)C(C(C)O)NC(=O)C(CCNCS(=O)(=O)O)NC(=O)C(CCNCS(=O)(=O)O)NC(=O)C(C(C)CC)NC1=O (configuration not stated) was read as EP2 antag 8.7 and EP2 mod -7.1.
`CCOc1ccccc1NC(=O)CSc1nnc2c3c4c(sc3ncn12)CC(C)CC4` (configuration not stated) gave EP2 antag 11.1 and EP2 mod -50.1.
Screening CCOc1ccc(N=c2oc3c(OC)cccc3cc2C(=O)Nc2nccs2)cc1 returned EP2 antag 16.2 and EP2 mod -59.9.
`CCn1c(SCC(=O)Nc2cccc(OC)c2)nnc1C(C)C` gave EP2 antag 9.4 and EP2 mod -45.1.
Screening CCc1ccc2[nH]c(=O)c(CN(C(=O)Nc3ccccc3OC)C3CCCC3)cc2c1 returned EP2 antag 8.2 and EP2 mod -3.6.
`CCOc1ccc(C(NC(C)=O)c2cc(Cl)c3cccnc3c2O)cc1` (configuration not stated) gave EP2 antag 8.2 and EP2 mod -0.8.
Screening COc1ccccc1NC(=O)N1CCCC(c2nc(-c3ccc(N(C)C)cc3)no2)C1 (configuration not stated) returned EP2 antag 24.1 and EP2 mod -18.4.
CCCC(C(=O)NC1CCCC1)N(C(=O)c1snc(C(N)=O)c1N)C1CCCCC1 (configuration not stated) was read as EP2 antag 16.5 and EP2 mod 45.4.
`C=C(C)Cn1c(N2CCCC(C)C2)nc2c1c(=O)n(C)c(=O)n2C` (configuration not stated) gave EP2 antag 8.7 and EP2 mod -11.3.
Screening Cc1ccc(C(=O)N(CC(=O)NC2CCCC2)c2ccc3c(c2)CCC3)s1 returned EP2 antag 16.7 and EP2 mod 46.5.
For ON(CCc1ccccn1)Cc1ccccc1 the results were EP2 antag 10.5 and EP2 mod -3.5.
For CCc1ccc(NC(=O)CSc2nnc(CSc3nc(C)cc(C)n3)n2CC)cc1 the results were EP2 antag 11.4 and EP2 mod 13.2.
CC(C)[C@H](Cn1nc(-c2ccc(F)c(F)c2)ccc1=O)NC(=O)C1CCC1 was read as EP2 antag 7.0 and EP2 mod -23.3.
`CCOC(=O)CNC(=O)c1sc(NC(=O)c2cccc(OC)c2)nc1C` gave EP2 antag 19.3 and EP2 mod -10.2.
For c1ccc2c(c1)nc1n(CCN3CCCCC3)cnn21 the results were EP2 antag 9.8 and EP2 mod -7.9.
`Cc1ccc2[nH]c(=O)c(-c3noc(C)n3)cc2c1` gave EP2 antag 5.1 and EP2 mod -41.5.
CCC(=O)Nc1cccc(NC(=O)CSc2nnc3c4c5c(sc4nc(C)n23)CCCC5)c1 was read as EP2 antag 16.4 and EP2 mod -29.7.
`COc1ccc2[nH]c(=O)c(CN(C3CCCCC3)S(=O)(=O)c3ccc(Cl)cc3)cc2c1` gave EP2 antag 18.3 and EP2 mod 7.2.
`CCc1nn(CC(=O)OC(C)C)c(=O)c2cc3oc(C)cc3n12` gave EP2 antag 7.1 and EP2 mod -47.8.
COc1cc(C(=O)Nc2sc(C(=O)Nc3cccc(C)c3C)c(C)c2C#N)cc(OC)c1OC was read as EP2 antag 5.4 and EP2 mod -10.5.
Screening Cc1ccccc1-c1nnc(SCC(=O)N2c3ccccc3Sc3ccccc32)n1C returned EP2 antag 23.8 and EP2 mod 25.2.
Screening Cc1cc(C)nc(Nc2ccccc2F)n1 returned EP2 antag 6.2 and EP2 mod 9.8.
`COc1ccc2c(C(=O)O)cc(-c3ccco3)nc2c1` gave EP2 antag 11.8 and EP2 mod -13.1.
For Oc1ccc2c(c1)OCC1c3cc4c(cc3OC21)OCO4 (configuration not stated) the results were EP2 antag 12.9 and EP2 mod 1.5.
`CCCC(c1nnnn1C(C)(C)CC)N(Cc1ccccc1)Cc1cc2ccc(C)cc2[nH]c1=O` (configuration not stated) gave EP2 antag 12.4 and EP2 mod 25.7.
`O=C(O)Cn1cc([N+](=O)[O-])cn1` gave EP2 antag 6.3 and EP2 mod -2.0.
Screening C=CCn1c(SC(C)C(C)=O)nc2c1c(=O)n(C)c(=O)n2C (configuration not stated) returned EP2 antag 5.4 and EP2 mod 19.7.
Screening O=C(Cn1cnc([N+](=O)[O-])c1)NCCc1ccccc1 returned EP2 antag 4.4 and EP2 mod 14.1.
`Cc1ccc2n1CCN(C(=O)c1cc(-c3ccccn3)n[nH]1)C2C(C)C` (configuration not stated) gave EP2 antag 5.7 and EP2 mod -17.6.
Screening CCC(CN1CCCC1)NC(=O)Cc1sc(C)nc1-c1ccccc1 (configuration not stated) returned EP2 antag 3.9 and EP2 mod -34.6.
Screening Cc1cc(C)nc(N2CCC(C(=O)Nc3cccc(Cl)c3)CC2)n1 returned EP2 antag 10.5 and EP2 mod 4.5.
`Cc1cccc2cc(CN(CCO)C(=O)NCc3ccccc3)c(=O)[nH]c12` gave EP2 antag 5.6 and EP2 mod -6.9.
Screening CCc1ccccc1N(CC(=O)N1CCc2ccccc2C1)S(C)(=O)=O returned EP2 antag 8.1 and EP2 mod -109.6.
For CCCOC(=O)Cn1cnc2sc(C(=O)OCC)c(C)c2c1=O the results were EP2 antag 6.4 and EP2 mod -3.7.
For Cc1cccc(C2(O)CCN(C(=O)c3cc(-c4ccccn4)n[nH]3)CC2)c1 the results were EP2 antag 4.0 and EP2 mod -33.3.
CCOc1ccc2[nH]c(=O)c(CN(Cc3cccnc3)C(=O)Nc3ccccc3)cc2c1 was read as EP2 antag 10.9 and EP2 mod -34.1.
For CCOC(=O)C1CCCN(C(=O)c2c(Cl)cccc2Cl)C1 (configuration not stated) the results were EP2 antag 8.3 and EP2 mod -0.6.
Screening O=c1[nH]c(=O)n(-c2cccc(Cl)c2)c(O)c1C=NCCO returned EP2 antag 12.4 and EP2 mod 14.1.
Screening O=C(Oc1ccc2c(c1)OCO2)c1cccc(S(=O)(=O)N2CCCC2)c1 returned EP2 antag 6.0 and EP2 mod -48.9.
For Cc1nn(C)c(C)c1CNC(=O)c1cnn2c(C(F)F)cc(-c3ccccc3)nc12 the results were EP2 antag 8.0 and EP2 mod 4.8.
NS(=O)(=O)c1ccc(NC(=O)c2ccc(-c3cc4ccccc4oc3=O)cc2)cc1 was read as EP2 antag 8.1 and EP2 mod -10.1.
For CNC(=S)N1CCN(C(=O)C(=O)Nc2ccc(C(=O)OC)cc2)CC1 the results were EP2 antag 11.3 and EP2 mod -3.6.
For Cc1ccc(-n2nc3ccc(N)cc3n2)c(C)c1 the results were EP2 antag 26.9 and EP2 mod -66.0.
Screening CCOc1cccc(C(=O)Nc2ccc(N3CCCC3)cc2)c1 returned EP2 antag 12.6 and EP2 mod -26.3.
COCCN1CC(C(=O)NCCn2nc3c(C)cc4ccccc4n3c2=O)CC1=O (configuration not stated) was read as EP2 antag 5.5 and EP2 mod 2.2.
`COc1ccc(S(=O)(=O)N2CCN(CC(=O)NC3CCCC3)CC2)cc1` gave EP2 antag 10.1 and EP2 mod 0.2.
CN(C)c1cc[n+](CC(=O)c2cc3cc(Br)ccc3oc2=O)cc1 was read as EP2 antag 19.3 and EP2 mod -9.8.
Screening COc1cc(NC(=O)CSc2nnc3c4c(C)c(C)sc4nc(C(C)C)n23)cc(OC)c1 returned EP2 antag 7.0 and EP2 mod -17.0.
For CC1CCc2c(sc3nc(C(C)C)n4c(SCC(N)=O)nnc4c23)C1 (configuration not stated) the results were EP2 antag 7.7 and EP2 mod 2.5.
Screening Cc1cc2cc(CN(Cc3ccco3)C(=O)Nc3cccc(Cl)c3)c(=O)[nH]c2cc1C returned EP2 antag 13.8 and EP2 mod 11.8.
COc1ccc(-c2cc(C(F)(F)F)nc(SCCC(=O)Nc3ccc(NC(C)=O)cc3)n2)cc1 was read as EP2 antag 9.4 and EP2 mod -34.2.
`CC(=O)c1c(C(C)=O)c(C)n(-c2cccc(C)c2)c1C` gave EP2 antag 5.5 and EP2 mod 9.1.
Cc1cn2c3c(=O)[nH]c(=O)n(C)c3nc2n1-c1ccccc1 was read as EP2 antag 7.3 and EP2 mod 11.7.
CCOc1ccccc1-n1c(SCC(=O)N2CCCCC2)nnc1-c1cccnc1 was read as EP2 antag 6.4 and EP2 mod -25.4.
For C[C@@H](Cn1nc(-c2cccs2)oc1=O)NC(=O)C1(c2ccccc2)CC1 the results were EP2 antag 8.2 and EP2 mod -8.3.
For CCCc1c(C)nc(N)c(C#N)c1-c1ccccc1 the results were EP2 antag 6.0 and EP2 mod 3.3.
CC(C)n1c(=O)oc2cc(S(=O)(=O)N3CCCC(CN4CCOCC4)C3)ccc21 (configuration not stated) was read as EP2 antag 5.0 and EP2 mod -36.3.
CCS(=O)(=O)N1CCN(c2nc3ccccc3s2)CC1 was read as EP2 antag 5.2 and EP2 mod -84.9.
Screening Cc1cc2cc3c(cc2n2c(=O)n(CC(=O)N4CCCCC4C)nc12)OCO3 (configuration not stated) returned EP2 antag 7.1 and EP2 mod 9.3.
O=C(Nc1cc(Cl)cc(Cl)c1)c1nc2ncccn2n1 was read as EP2 antag 10.1 and EP2 mod -19.8.
O=C(NC1CCCC1)C1CC(O)CN1C(=O)Nc1ccccc1 (configuration not stated) was read as EP2 antag 11.9 and EP2 mod 19.9.
Screening CC(NC(=O)c1ccco1)c1nc2cccnc2n1C(C)C (configuration not stated) returned EP2 antag 12.1 and EP2 mod 5.2.

Ordered by SMILES length (low to high): some entries from above
O=C(Nc1cc(Cl)cc(Cl)c1)c1nc2ncccn2n1 was read as EP2 antag 10.1 and EP2 mod -19.8.
CC(C)n1c(=O)oc2cc(S(=O)(=O)N3CCCC(CN4CCOCC4)C3)ccc21 (configuration not stated) was read as EP2 antag 5.0 and EP2 mod -36.3.
COc1ccc(-c2cc(C(F)(F)F)nc(SCCC(=O)Nc3ccc(NC(C)=O)cc3)n2)cc1 was read as EP2 antag 9.4 and EP2 mod -34.2.

Continued.
`Cc1c(-c2nc(N)nc(C3CC3)c2C)nc(N)nc1C1CC1` gave EP2 antag 11.0 and EP2 mod -1.7.
Screening CC[n+]1c(C)sc2cc(C)c(C)cc21 returned EP2 antag 9.2 and EP2 mod 3.1.
COc1cccc(/C=C2/C(=O)NN(c3ccc(I)cc3)C2=O)c1O was read as EP2 antag 16.4 and EP2 mod -36.3.
Screening O=C(CSc1nnc2n(Cc3ccc(F)cc3)c3ccccc3n12)NC1CC1 returned EP2 antag 9.3 and EP2 mod 15.8.
Screening CC1CCc2c(sc3nc(SCC(=O)NCc4ccccc4)[nH]c(=O)c23)C1 (configuration not stated) returned EP2 antag 14.9 and EP2 mod -10.8.
`O=S(=O)(c1ccc(S(=O)(=O)N2CCC(O)CC2)cc1)N1CCCCCC1` gave EP2 antag 9.2 and EP2 mod 6.8.
`CC1CC(C)CN(C(=O)Cn2nc(-c3cccnc3)oc2=O)C1` (configuration not stated) gave EP2 antag 4.5 and EP2 mod -27.1.

Some of the compounds tested. The share of hits here may be higher or lower than overall.
